Bioassay records as filed in PubChem.
HRas wt GTP: changes GTP binding to wildtype human HRas; P01112; GST-Ras wt beads, Bodipy-FL-GTP binding, flow cytometry; actives lie on both sides; GTP binding activity, % at 10 µM; hit rate 0.14% among 190,000; AID 759;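 active = GTP binding activity at least 20% away from the 100% baseline, either lowered as inhibitor or raised as activator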;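 note: 0% = unlabeled GTP competition control and 100% = no-compound control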
Target sequence (P01112 whole entry, looked up): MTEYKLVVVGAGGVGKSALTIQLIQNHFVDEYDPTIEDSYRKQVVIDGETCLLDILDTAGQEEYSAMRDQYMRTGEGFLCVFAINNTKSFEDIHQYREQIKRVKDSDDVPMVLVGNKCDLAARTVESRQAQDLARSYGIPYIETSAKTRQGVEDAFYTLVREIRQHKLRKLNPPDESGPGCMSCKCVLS
Rab7 wt modul: modulators of GTP binding to dog Rab7 wildtype GTPase | GST-Rab7 beads, fluorescent GTP binding, flow cytometry; actives lie on both sides; untreated = 100%, excess cold GTP = 0% | GTP binding activity (percent of control), % at 10 µM | hit rate 0.055% among 190,000;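 active = fluorescent GTP binding to Rab7 beads changed by at least 20 points from the 100% baseline, either direction, mostly lower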;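 note: median green fluorescence of bound Bodipy-FL-GTP per Rab7 bead population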
Bfl-1 Bim block: inhibitors of Bim-Bfl-1 interaction, human; Bead-based flow cytometry, Bim-Bfl-1 binding inhibition; Q16548; hit rate 0.12% among 190,000; inhibition, % at 10 µM;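 note: 0% = wells without compound plus tracer and 100% = blocker peptide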
Bim-Bcl-2: inhibitors of Bim-Bcl-2 interaction, human; hit rate 0.06% among 190,000; inhibition, % at 10 µM; P10415; Bead-based flow cytometry, Bim peptide-Bcl-2 binding; AID 950; in the data active = inhibition above about 40%;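 note: 0% = no compound wells with probe peptide and 100% = reference peptide inhibitor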
Bim-Bcl-B: human Bim-Bcl-B interaction inhibition; Q9HD36; inhibition, % at 10 µM; AID 951; hit rate 0.073% among 190,000; bead-based flow cytometry, Bim peptide-Bcl-B binding;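 note: 0% = tracer peptide without compound and 100% = reference inhibitor peptide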
Target sequence (Q9HD36 whole entry, looked up): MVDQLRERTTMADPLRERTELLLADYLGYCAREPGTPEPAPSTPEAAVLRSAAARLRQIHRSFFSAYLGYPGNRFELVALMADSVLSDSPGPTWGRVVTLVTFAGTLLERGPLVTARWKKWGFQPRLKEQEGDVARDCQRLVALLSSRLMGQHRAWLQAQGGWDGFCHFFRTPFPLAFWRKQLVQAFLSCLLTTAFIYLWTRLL
Cdc42 wt: changes GTP binding to wildtype human Cdc42 | P60953 | GST-Cdc42 beads, Bodipy-GTP binding, flow cytometry; actives lie on both sides | percent activity (GTP binding), % at 10 µM | hit rate 0.2% among 190,000 | AID 761;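 active = percent activity GTP binding at least 20 points away from the 100% baseline, either down as inhibitor or up as activator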;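 note: median bead fluorescence of bound Bodipy-FL-GTP at 100 nM; 0% = excess unlabeled GTP control and 100% = no compound control; below 100% means less GTP binding so inhibitor and above means activator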
Target sequence (P60953 whole entry, looked up): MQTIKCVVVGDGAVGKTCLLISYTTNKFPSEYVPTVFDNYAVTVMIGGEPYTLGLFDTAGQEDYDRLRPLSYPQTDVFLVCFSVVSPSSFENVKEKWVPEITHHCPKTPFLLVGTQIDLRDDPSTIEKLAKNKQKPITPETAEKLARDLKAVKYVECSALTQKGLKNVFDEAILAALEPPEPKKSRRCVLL
Bcl-XL Bim block: inhibitors of Bim-Bcl-XL interaction, human; Q07817; Bim peptide-Bcl-XL binding, bead flow cytometry, fluorescence; inhibition, % at 10 µM; hit rate 0.04% among 190,000
Target sequence (Q07817 whole entry, looked up): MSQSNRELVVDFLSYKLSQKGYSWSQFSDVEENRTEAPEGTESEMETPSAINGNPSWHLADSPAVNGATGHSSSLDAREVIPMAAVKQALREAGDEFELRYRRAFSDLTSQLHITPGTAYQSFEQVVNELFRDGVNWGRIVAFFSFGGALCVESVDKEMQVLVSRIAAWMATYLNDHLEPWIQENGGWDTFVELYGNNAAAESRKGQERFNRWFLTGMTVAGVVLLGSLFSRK
Rac1 mut GTP: modulators of GTP binding to human Rac1 activated mutant; GST-Rac1 activated beads, fluorescent GTP binding, flow cytometry; actives lie on both sides; 100% means binding = to untreated wells; hit rate 0.11% among 190,000; percent activity (GTP binding), % at 10 µM; P63000; AID 764;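 active = GTP binding at least 20 percentage points away from the 100% baseline, in either direction, so actives lie on both sides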
Rab2A wt mod: changes GTP binding to wildtype dog Rab2A, up or down; hit rate 0.19% among 190,000; AID 760; GST-Rab2 wt beads, Bodipy-GTP binding, flow cytometry; GTP binding activity, % at 10 µM;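 active = GTP binding activity at least 20 points away from 100%, either lowered or raised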;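 note: 0% = beads with excess unlabeled GTP and 100% = no-compound control corrected for plate trend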
Rac1 wt GTP bind: human Rac1 wildtype GTP binding, inhibitors and activators; GST-Rac1 beads, fluorescent GTP binding, flow cytometry; actives lie on both sides; 0 = cold GTP competed, 100 = untreated; GTP binding activity (% of control), % at 10 µM; hit rate 0.27% among 190,000; AID 757;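 active = GTP binding activity at least 20 points away from the 100% control level, either lower or higher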
Bcl-W Bim block: human Bim-Bcl-W interaction inhibition; bead-based flow cytometry, Bim peptide-Bcl-W binding; inhibition, % at 10 µM; hit rate 0.02% among 190,000; AID 952;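 note: 0% = bound tracer without compound and 100% = peptide blocker; higher means less fluorescent Bim peptide bound to Bcl-W beads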
Target sequence (Q92843 whole entry, looked up): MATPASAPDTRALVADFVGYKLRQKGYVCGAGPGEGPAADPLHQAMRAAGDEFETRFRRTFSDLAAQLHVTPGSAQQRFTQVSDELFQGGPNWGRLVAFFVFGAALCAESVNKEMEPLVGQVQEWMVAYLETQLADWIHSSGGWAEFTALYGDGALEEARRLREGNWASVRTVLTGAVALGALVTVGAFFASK
Starred values were filed as active, the others as inactive; x = not tested or not shown. Cut-off read from the data, not from the text of the source, unless noted: active = inhibition above about 40%.

HRas wt GTP | Rab7 wt modul | Bfl-1 Bim block | Bim-Bcl-2 | Bim-Bcl-B | Cdc42 wt | Bcl-XL Bim block | Rac1 mut GTP | Rab2A wt mod | Rac1 wt GTP bind | Bcl-W Bim block | SMILES
100.0 | 101.0 | -2.0 | 0.0 | 1.0 | 99.0 | -4.0 | 98.0 | 101.0 | 101.0 | -3.0 | COc1ccccc1NS(=O)(=O)c1ccccc1C#N
99.0 | 99.0 | -3.0 | -1.0 | -2.0 | 100.0 | 1.0 | 100.0 | 99.0 | 103.0 | 0.0 | N#CC1=C(N)OC2=C(C(=O)CCC2)C1c1ccccc1 (stereo not given)
99.0 | 99.0 | 1.0 | -6.0 | -11.0 | 99.0 | -8.0 | 98.0 | 101.0 | 101.0 | 0.0 | Cc1ccc(-c2cc(C(=O)NCc3ccccn3)c3ccccc3n2)cc1C
93.0 | 100.0 | 3.0 | 4.0 | 2.0 | 89.0 | 0.0 | 92.0 | 96.0 | 91.0 | 2.0 | O=C(c1ccoc1)N1CCC(CO)(CCc2ccccc2)CC1
102.0 | 102.0 | x | x | x | 102.0 | x | 98.0 | 101.0 | 105.0 | x | COc1cc(NS(=O)(=O)c2ccc(Br)cc2)c(OC)cc1NC(=O)c1ccco1
98.0 | 98.0 | 3.0 | 3.0 | 6.0 | 95.0 | 4.0 | 98.0 | 97.0 | 100.0 | 8.0 | Clc1cccc(-c2cc3nc4c(c(N5CCN(c6cnccn6)CC5)n3n2)CCCC4)c1
95.0 | 94.0 | 4.0 | 0.0 | 3.0 | 97.0 | 2.0 | 95.0 | 97.0 | 94.0 | 2.0 | Cc1cc(NC(=O)CSc2nc3cc(C(=O)NCCCOC(C)C)ccc3c(=O)n2Cc2ccco2)no1
96.0 | 96.0 | -3.0 | 1.0 | -3.0 | 99.0 | 0.0 | 98.0 | 97.0 | 101.0 | 1.0 | CC(C)(C)C(=O)COC(=O)CCc1nc2ccccc2[nH]c1=O
93.0 | 94.0 | -6.0 | 0.0 | -2.0 | 95.0 | -1.0 | 93.0 | 95.0 | 96.0 | 0.0 | Nc1cc(N2CCOCC2)c(Cl)cc1[N+](=O)[O-]
95.0 | 92.0 | 3.0 | 0.0 | 2.0 | 98.0 | 0.0 | 98.0 | 96.0 | 95.0 | 4.0 | COc1ccc(S(=O)(=O)Cc2ccc(C(=O)N3CCCC3)o2)cc1
104.0 | 103.0 | -7.0 | -6.0 | -3.0 | 104.0 | 1.0 | 102.0 | 103.0 | 108.0 | 2.0 | O=C(Nc1ccc(C(F)(F)F)cc1)c1cc(-c2cccnc2)nc2ccc(Br)cc12
96.0 | 97.0 | -6.0 | -8.0 | 1.0 | 98.0 | -1.0 | 95.0 | 97.0 | 97.0 | 0.0 | Cc1cc(C)c(C(=O)COC(=O)c2cccnc2Cl)c(C)c1
102.0 | 100.0 | -1.0 | 1.0 | -3.0 | 101.0 | -1.0 | 97.0 | 101.0 | 106.0 | 5.0 | COc1ccc(N=C2C(=Nc3ccc(OC)cc3)N(c3ccc(N(C)C)cc3)C(=S)N2c2ccc(OC)cc2)cc1
96.0 | 102.0 | 0.0 | -3.0 | 0.0 | 93.0 | -14.0 | 97.0 | 96.0 | 97.0 | -8.0 | O=C(Cn1cnc2c(cnn2-c2ccc(Cl)cc2)c1=O)N1CCN(c2ccccc2)CC1
100.0 | 99.0 | 7.0 | 8.0 | 7.0 | 98.0 | 0.0 | 99.0 | 96.0 | 103.0 | -1.0 | CCOc1ccc(-n2nnc3c(=O)n(CC(=O)N4CCCc5ccccc54)cnc32)cc1
100.0 | 107.0 | -8.0 | -2.0 | -4.0 | 96.0 | -17.0 | 96.0 | 98.0 | 96.0 | -11.0 | Cc1cccc(NC(=O)c2c(-c3ccccc3)noc2C)n1
98.0 | 98.0 | 0.0 | 0.0 | 0.0 | 98.0 | 0.0 | 93.0 | 97.0 | 96.0 | 0.0 | NC(=O)C1(N2CCCCC2)CCN(C(=O)c2cccn3c(=O)c4cc(Cl)ccc4nc23)CC1
101.0 | 100.0 | -5.0 | -3.0 | -3.0 | 99.0 | 0.0 | 97.0 | 97.0 | 102.0 | 0.0 | NC(=O)N/N=C/C=C/c1ccccc1
100.0 | 101.0 | -8.0 | -7.0 | -9.0 | 102.0 | -7.0 | 99.0 | 101.0 | 106.0 | -4.0 | Cc1nnc(Cl)c2nn(-c3ccccc3)c(C)c12
105.0 | 105.0 | -1.0 | -2.0 | 1.0 | 107.0 | 2.0 | 99.0 | 102.0 | 109.0 | 0.0 | CCn1c(=O)cc(SCC(=O)NCc2ccco2)c2ccccc21
101.0 | 99.0 | -6.0 | -4.0 | -5.0 | 102.0 | -4.0 | 101.0 | 98.0 | 106.0 | -1.0 | COc1ccc(-c2cc(C(F)(F)F)nc(SCC(=O)N3CCOCC3)n2)cc1OC
95.0 | 98.0 | -8.0 | -3.0 | -7.0 | 96.0 | -2.0 | 94.0 | 97.0 | 97.0 | -3.0 | Cc1ncoc1C(=O)N1CCCC(C(=O)c2ccc(-c3ccccc3)c(F)c2)C1 (stereo not given)
100.0 | 97.0 | -1.0 | 0.0 | 0.0 | 98.0 | 0.0 | 97.0 | 97.0 | 96.0 | -1.0 | Cc1oc(-c2cccc(Cl)c2)[n+]([O-])c1C
96.0 | 96.0 | -4.0 | -1.0 | -6.0 | 98.0 | -5.0 | 98.0 | 97.0 | 101.0 | 0.0 | CN1CCC(OC(=O)c2cccc(Cl)c2)CC1
105.0 | 106.0 | -8.0 | -7.0 | -6.0 | 104.0 | -6.0 | 102.0 | 106.0 | 107.0 | 2.0 | Cc1ccc(CCNC(=O)C2CCC(=O)N2C(C)C)cc1 (stereo not given)
104.0 | 101.0 | -22.0 | -8.0 | -10.0 | 105.0 | -12.0 | 100.0 | 101.0 | 109.0 | -6.0 | COc1ccc(NC(=O)c2cc3n(n2)C(C(F)(F)F)CC(c2ccc(OC)cc2)N3)cc1 (stereo not given)
98.0 | 103.0 | -7.0 | -2.0 | -4.0 | 100.0 | -3.0 | 95.0 | 98.0 | 99.0 | -5.0 | COc1cc(CCC(=O)OCC(=O)NCC2CCCCC2)cc(OC)c1OC
100.0 | 94.0 | 0.0 | -2.0 | -5.0 | 102.0 | -1.0 | 99.0 | 99.0 | 101.0 | -2.0 | O=C(CN1C(=O)c2ccccc2C1=O)Nc1cccnc1
102.0 | 96.0 | 5.0 | -2.0 | -1.0 | 102.0 | 0.0 | 102.0 | 101.0 | 104.0 | 0.0 | Cc1cccc(C)c1Nc1c(-c2ccc(N3CCOCC3)cc2)nc2ncccn12
105.0 | 104.0 | -7.0 | 0.0 | -5.0 | 109.0 | 0.0 | 102.0 | 106.0 | 112.0 | 2.0 | Cc1cc2cc(CCNC(=O)CC(C)C)c(=O)[nH]c2cc1C

A run of entries from further up, for reference:
HRas wt GTP | Rab7 wt modul | Bfl-1 Bim block | Bim-Bcl-2 | Bim-Bcl-B | Cdc42 wt | Bcl-XL Bim block | Rac1 mut GTP | Rab2A wt mod | Rac1 wt GTP bind | Bcl-W Bim block | SMILES
101.0 | 99.0 | -6.0 | -4.0 | -5.0 | 102.0 | -4.0 | 101.0 | 98.0 | 106.0 | -1.0 | COc1ccc(-c2cc(C(F)(F)F)nc(SCC(=O)N3CCOCC3)n2)cc1OC
95.0 | 98.0 | -8.0 | -3.0 | -7.0 | 96.0 | -2.0 | 94.0 | 97.0 | 97.0 | -3.0 | Cc1ncoc1C(=O)N1CCCC(C(=O)c2ccc(-c3ccccc3)c(F)c2)C1 (stereo not given)

Going on with the list.
HRas wt GTP | Rab7 wt modul | Bfl-1 Bim block | Bim-Bcl-2 | Bim-Bcl-B | Cdc42 wt | Bcl-XL Bim block | Rac1 mut GTP | Rab2A wt mod | Rac1 wt GTP bind | Bcl-W Bim block | SMILES
97.0 | 94.0 | -6.0 | -3.0 | -4.0 | 97.0 | 0.0 | 98.0 | 94.0 | 104.0 | 0.0 | CN(CCc1cnn(C)c1)Cc1cn[nH]c1-c1ccc(-c2ccccc2)cc1
102.0 | 105.0 | -7.0 | -10.0 | -9.0 | 100.0 | -6.0 | 98.0 | 103.0 | 100.0 | -1.0 | CCn1c(C(C)NC(=O)c2ccc(OC)c(OC)c2)nc2ccccc21 (stereo not given)
101.0 | 99.0 | -1.0 | -4.0 | -7.0 | 103.0 | -6.0 | 98.0 | 99.0 | 105.0 | -5.0 | CCSc1nc2c(c(=O)[nH]1)C(c1cccnc1)C(C(=O)OC(C)C)=C(C)N2 (stereo not given)
101.0 | 101.0 | -1.0 | -5.0 | 0.0 | 102.0 | -7.0 | 101.0 | 102.0 | 107.0 | 1.0 | Cc1ccc(OCCCC(=O)Nc2ccc(N3CCOCC3)cc2)c(C)c1
97.0 | 94.0 | -15.0 | -12.0 | -14.0 | 101.0 | -12.0 | 96.0 | 99.0 | 96.0 | -1.0 | COC(=O)c1ccc(NC(=O)N2CCOCC2)cc1
100.0 | 100.0 | -10.0 | -3.0 | -6.0 | 102.0 | -4.0 | 99.0 | 100.0 | 104.0 | -2.0 | Cc1nn(Cc2ccccc2Cl)c(C)c1NC(=O)c1cc(-c2ccc(F)cc2)on1
102.0 | 97.0 | 1.0 | 0.0 | -2.0 | 103.0 | -2.0 | 101.0 | 101.0 | 104.0 | 0.0 | CC1CCCN(C/C(O)=C(\C#N)c2nc3ccccc3[nH]2)C1 (stereo not given)
100.0 | 99.0 | -2.0 | 0.0 | 1.0 | 101.0 | -3.0 | 95.0 | 99.0 | 97.0 | -1.0 | Cn1c(=O)c2c(nc(CN3CCC(C(N)=O)CC3)n2Cc2ccccc2F)n(C)c1=O
103.0 | 99.0 | -9.0 | -8.0 | -6.0 | 102.0 | -2.0 | 100.0 | 100.0 | 103.0 | -3.0 | CCOC(=O)C1=C(C)NC(C)=C(C(=O)OCC)C1C(=O)OC1CCOC1=O (stereo not given)
98.0 | 99.0 | -11.0 | -9.0 | -7.0 | 96.0 | -6.0 | 94.0 | 97.0 | 98.0 | 1.0 | CCOC(=O)C(C)(C)Sc1nc2c(cnn2-c2ccc(Cl)cc2)c(=O)[nH]1
98.0 | 97.0 | -4.0 | -1.0 | 0.0 | 97.0 | -1.0 | 99.0 | 98.0 | 103.0 | 3.0 | NC(=O)N/N=C/c1c(F)c(F)c(F)c(F)c1F
102.0 | 103.0 | -11.0 | -12.0 | -7.0 | 104.0 | 0.0 | 101.0 | 104.0 | 108.0 | 1.0 | COC(=O)CC1C(=O)NCCN1C(=O)Nc1ccccc1 (stereo not given)
94.0 | 96.0 | -1.0 | -1.0 | -1.0 | 97.0 | 1.0 | 94.0 | 94.0 | 100.0 | -1.0 | COC(=O)c1c(NC(C)=O)sc(C)c1C
95.0 | 102.0 | -7.0 | -3.0 | -3.0 | 93.0 | 0.0 | 92.0 | 95.0 | 93.0 | -1.0 | Cc1nn(C)c(C)c1NC(=O)Nc1ccc(Cl)c(Cl)c1
100.0 | 102.0 | -5.0 | -5.0 | -7.0 | 104.0 | -3.0 | 100.0 | 98.0 | 103.0 | 2.0 | CCOC(=O)c1c(C)oc2cc(Br)c(O)c(Br)c12
99.0 | 100.0 | 8.0 | 4.0 | 2.0 | 99.0 | 0.0 | 100.0 | 102.0 | 104.0 | 0.0 | C/C(CC(=O)Nc1ccccn1)=N\NC(=O)c1ccc(C)cc1
94.0 | 92.0 | 1.0 | 2.0 | 0.0 | 95.0 | -2.0 | 98.0 | 93.0 | 96.0 | -3.0 | COc1ccc2[nH]cc(C(=O)CN3CCC(C)CC3)c2c1
